# CHRM1 PAM – human M1 muscarinic receptor positive allosteric modulators, primary screen, CHO-K1 cells, Fluo-8 calcium fluorescence, 1536-well. activation, % at 3 µM. 360,000 compounds, 0.088% hits. Muscarinic acetylcholine receptor M1 (Homo sapiens), P11229. CHO-K1 hM1, ACh EC20; 0% = ACh EC20, 100% = maximal ACh; in the data active = activation above about 19%, passing the limit was not always enough
# Target sequence (P11229 whole entry, looked up): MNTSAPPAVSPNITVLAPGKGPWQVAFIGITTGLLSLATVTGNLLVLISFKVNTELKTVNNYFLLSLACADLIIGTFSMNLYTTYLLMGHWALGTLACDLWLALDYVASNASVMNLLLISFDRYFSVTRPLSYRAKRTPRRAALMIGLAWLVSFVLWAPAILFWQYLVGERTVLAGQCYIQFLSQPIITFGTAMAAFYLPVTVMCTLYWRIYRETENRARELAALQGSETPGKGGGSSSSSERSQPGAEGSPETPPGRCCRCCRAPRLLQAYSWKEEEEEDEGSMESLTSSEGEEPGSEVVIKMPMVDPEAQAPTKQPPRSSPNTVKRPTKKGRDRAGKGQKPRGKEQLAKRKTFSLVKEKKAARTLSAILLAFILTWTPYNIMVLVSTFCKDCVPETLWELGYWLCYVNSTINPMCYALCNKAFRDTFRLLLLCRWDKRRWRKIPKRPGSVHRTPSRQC
# M5 ag – human M5 muscarinic receptor agonists, primary screen, CHO-K1 cells, Fluo-8 calcium fluorescence; activation, % at 3 µM; CHO-K1 hM5 cells; 0% DMSO wells, 100% maximal acetylcholine response; 360,000 compounds, 0.19% hits; Muscarinic acetylcholine receptor M5 (Homo sapiens), P08912;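 active = activation above the run's mean over test compounds plus 3 SD, cut at about 23% in these data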;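 also: signal is peak over basal fluorescence ratio across the kinetic read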
# Target sequence (P08912 whole entry, looked up): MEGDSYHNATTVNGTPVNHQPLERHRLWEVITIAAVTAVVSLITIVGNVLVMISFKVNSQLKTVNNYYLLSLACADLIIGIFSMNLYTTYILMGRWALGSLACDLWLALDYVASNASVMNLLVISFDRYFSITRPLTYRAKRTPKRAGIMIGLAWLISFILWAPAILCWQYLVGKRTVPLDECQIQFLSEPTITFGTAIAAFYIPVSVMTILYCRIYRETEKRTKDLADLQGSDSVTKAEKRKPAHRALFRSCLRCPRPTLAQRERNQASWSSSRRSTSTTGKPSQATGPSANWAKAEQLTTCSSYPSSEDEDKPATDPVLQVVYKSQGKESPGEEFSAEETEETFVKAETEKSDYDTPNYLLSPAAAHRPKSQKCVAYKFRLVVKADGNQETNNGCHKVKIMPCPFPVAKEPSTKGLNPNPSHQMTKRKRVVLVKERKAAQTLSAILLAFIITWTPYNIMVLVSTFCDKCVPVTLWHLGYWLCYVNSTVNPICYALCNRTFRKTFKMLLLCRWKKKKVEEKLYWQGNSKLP
# CHRM5 antagonist – human M5 muscarinic receptor antagonists, primary screen, CHO cells, Fluo-8 calcium fluorescence. Muscarinic acetylcholine receptor M5 (Homo sapiens), P08912. CHO-hM5 cells, ACh EC80. inhibition, % at 3 µM. 360,000 compounds, 0.59% hits;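 active = inhibition above a per-plate cutoff, the mean of that plate's test compounds plus 3 SD, cut at about 27% in these data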;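 also: 0% = acetylcholine EC80 with DMSO and 100% = DMSO without agonist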
# CHRM5 PAM – human M5 muscarinic receptor positive allosteric modulators, primary screen, CHO-K1 cells, Fluo-8 calcium fluorescence; CHO-K1 hM5, ACh EC20 PAM; 0% = ACh EC20, 100% = ACh EC100; activation, % at 3 µM; 360,000 compounds, 0.3% hits;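 active = activation above the run cutoff, the mean activation of all test compounds plus 3 SD, cut at about 18% in these data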
#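 Assay system: CHO-K1 hM5 cells. Also added: acetylcholine at EC20 concentration, added after compound. Dosing: 3 µM, single dose. Times: compound preincubation 140 s before EC20 acetylcholine addition. Signal: Fluo-8 calcium fluorescence. Measure: % activation relative to EC20 and EC100 ACh responses. Repeats: singlicate, one well per test compound.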
# CRFR2-BP ag – agonists of CRF-BP/CRF-R2 complex, primary screen, cell-based, HEK293, calcium dye fluorescence, uHTS; 350,000 compounds, 0.46% hits; CRF-binding protein / CRF receptor 2 complex (human); AID 588473, 2011; calcium dye fluorescence (FLIPR); percent of saturating CRF peptide response; activation, % at 13.2 µM;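 active = activation of at least 50%, plus an integration ratio under a set limit after plate pattern correction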;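 also: plate controls were neutral control wells without compound for no effect and CRF at EC100 for full effect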
# CRFR2-BP antag – antagonists of CRF-BP/CRF-R2 complex, primary screen, cell-based, HEK293, calcium dye fluorescence, uHTS; 350,000 compounds, 0.59% hits; AID 588475, 2011; CRF-induced calcium fluorescence; inhibition, % at 11.8 µM;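 active = inhibition of the ligand-induced calcium signal above about 50% at the single tested concentration, limit read from the data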
# CHRM4 agonist – human M4 muscarinic receptor agonists, primary screen, CHO-K1 cells, Fluo-8 calcium fluorescence; CHO-K1 hM4/Gqi5; vehicle 0%, full acetylcholine response 100%; AID 624127, 2012; activation, % at 3 µM; Muscarinic acetylcholine receptor M4 (Homo sapiens), P08173; 360,000 compounds, 0.14% hits;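 active = activation above the run mean over all test wells plus 3 SD, cut at about 32% in these data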;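 also: peak over basal fluorescence ratio per well then scaled between controls; 0% = DMSO wells and 100% = acetylcholine at EC100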
# M4 PAM – human M4 muscarinic receptor positive allosteric modulators, primary screen, CHO-K1 cells, Fluo-8 calcium fluorescence; Muscarinic acetylcholine receptor M4 (Homo sapiens), P08173; CHO-K1 hM4/Gqi5, ACh EC20; 0% = ACh EC20, 100% = maximal ACh; activation, % at 3 µM; 360,000 compounds, 0.4% hits; AID 624126, 2012;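 active = activation above its plate's cutoff, the mean activation of sample wells plus 3 SD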; also: some results filed as inactive read as strong as hits
# CHRM4 antagonist – human M4 muscarinic receptor antagonists, primary screen, CHO cells, Fluo-8 calcium fluorescence; CHO-hM4 cells, ACh EC80; inhibition, % at 3 µM; 360,000 compounds, 0.73% hits; AID 624125, 2012;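 active = inhibition above its plate's cutoff, the mean inhibition of sample wells plus 3 SD, cut at about 27% in these data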;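 also: 0% = acetylcholine EC80 with DMSO and 100% = DMSO without agonist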
# Numbers without * were called inactive; x = not tested or not shown.
nr	SMILES	M5 ag	CHRM5 PAM	CHRM4 antagonist	CRFR2-BP antag	CHRM4 agonist	M4 PAM	CRFR2-BP ag	CHRM5 antagonist	CHRM1 PAM
1	Cc1ccc(CNS(=O)(=O)c2cc3c4c(c2)CCN4C(=O)CC3)cc1	3	6	-2	-4	4	2	0.0	1	2
2	FC(F)(F)c1cccc(-c2nc(-c3ccncc3)no2)c1	-4	0	2	-17	0	-6	-1.3	-1	-4
3	Nc1c(C(=O)NCc2ccc3c(c2)OCO3)nnn1-c1ccc(OC(F)(F)F)cc1	0	-5	-7	10	2	-3	-1.5	0	-2
4	COc1ccc(CCNS(=O)(=O)c2c(C)[nH]c(C)c2C(=O)N2CCCCC2)cc1OC	-1	0	-5	2	1	1	1.5	-3	4
5	Cn1cc([N+](=O)[O-])c(C(=O)Nc2ccc(C(=O)N3CCCCC3)cc2)n1	0	-5	1	-25	0	5	-0.4	5	10
6	O=C(CCN1CCOCC1)Nc1ccc2c(c1)CCC2	-5	0	4	-12	1	-5	-1.0	-2	6
7	COCCn1c(=NC(=O)c2ccc(S(=O)(=O)N3CCc4ccccc4C3)cc2)sc2cc(OC)ccc21	1	-5	0	-4	-1	-3	3.1	2	-1
8	COC(=O)c1ccc2nc(-c3ccc(OC)c(OC)c3)c(Cc3ccc(OC)cc3C)n2c1	0	-1	-7	x	-1	-4	x	-11	4
9	COc1ccc(N2CCN(Cc3cc4c(cc3O)CCC4)CC2)cc1	0	-5	-5	3	-1	-1	-1.7	-1	-4
10	Cc1ccc(S(=O)(=O)N(CCCO)Cc2cc3c(C)ccc(C)c3[nH]c2=O)cc1	4	-1	0	-19	6	-8	-0.1	2	-6
11	COCCCNC(=O)CN1C(=O)COc2ccc(S(=O)(=O)N3CCOCC3)cc21	-1	4	0	2	1	5	2.8	-2	2
12	O=[N+]([O-])c1cnn(-c2nc(-c3ccco3)cc(C(F)(F)F)n2)c1	0	-13	8	12	1	-13	2.3	14	2
13	Cc1ccccc1OC1=NS(=O)(=O)c2ccccc21	-2	6	-11	-3	3	5	-1.0	0	11
14	CCN(CC)S(=O)(=O)c1ccc2c(c1)nc(CCC(=O)O)n2C	-1	2	16	7	2	14	-2.6	6	2
15	COc1ccc(CN2CCNC(=O)C2CC(=O)NCCSc2nccn2C)c(OC)c1 (stereo unspecified)	2	10	-2	10	0	-2	0.7	5	-1
16	CCN(c1ccccc1)S(=O)(=O)c1ccc(NC(=S)NC(=O)c2cccs2)cc1	-1	-10	-1	-5	1	-5	0.3	11	-4
17	CN1CCN(C(=O)C(C(=O)c2ccc(F)cc2)n2ccccc2=O)CC1 (stereo unspecified)	-10	3	-5	-14	0	-1	2.5	3	6
18	CCc1nc2ccc(C(=O)NC3CCN(Cc4ccccc4)CC3)cn2c1N(C)CCN1CCOCC1	-3	-3	8	x	0	-5	x	15	-10
19	CCc1nnc(NC(=O)CSc2nc(-c3ccc(OC)cc3)ns2)s1	3	-4	4	-16	1	9	-1.0	-4	7
20	O=C(CN(C(=O)c1csnn1)c1ccc(F)cc1)NCc1ccc2c(c1)OCO2	-2	-6	11	7	0	-9	-0.5	19	1
21	CCC(=O)N/C(=N/c1nc(C)cc(C)n1)Nc1ccc(OC)cc1	0	-4	-5	-8	3	7	0.6	-3	3
22	Cc1ccc(C23CC4CC(CC(NC(=O)NC(C)(C)CO)(C4)C2)C3)cc1	-1	2	-6	-36	-1	13	-1.2	-3	6
23	Cc1ccc(N2C(=O)C3N=NN(CC(=O)N4N=C(c5ccccc5)CC4c4ccccc4)C3C2=O)cc1 (stereo unspecified)	-2	1	4	-6	0	-6	4.5	4	0
24	CCCCn1c(SCC(=O)c2ccc(OC)c(OC)c2)nc2cc(S(N)(=O)=O)ccc21	-1	-8	5	-7	1	-4	-0.3	7	3
25	Cc1ccc(S(=O)(=O)N(C)CC(=O)NC2CC(C)(C)NC(C)(C)C2)cc1	-5	-1	9	12	0	6	-3.9	5	5

# A second format for some results above:
No.	M5 ag	CHRM5 PAM	CHRM4 antagonist	CRFR2-BP antag	CHRM4 agonist	M4 PAM	CRFR2-BP ag	CHRM5 antagonist	CHRM1 PAM	mol
11	-1	4	0	2	1	5	2.8	-2	2	COCCCNC(=O)CN1C(=O)COc2ccc(S(=O)(=O)N3CCOCC3)cc21
12	0	-13	8	12	1	-13	2.3	14	2	O=[N+]([O-])c1cnn(-c2nc(-c3ccco3)cc(C(F)(F)F)n2)c1

# Record cards, as listed above.
# Entry for CCCCn1c(SCC(=O)c2ccc(OC)c(OC)c2)nc2cc(S(N)(=O)=O)ccc21 → M5 ag: -1; CHRM5 PAM: -8; CHRM4 antagonist: 5; CRFR2-BP antag: -7; CHRM4 agonist: 1; M4 PAM: -4; CRFR2-BP ag: -0.3; CHRM5 antagonist: 7; CHRM1 PAM: 3
# Entry for Cc1ccc(S(=O)(=O)N(C)CC(=O)NC2CC(C)(C)NC(C)(C)C2)cc1 → M5 ag: -5; CHRM5 PAM: -1; CHRM4 antagonist: 9; CRFR2-BP antag: 12; CHRM4 agonist: 0; M4 PAM: 6; CRFR2-BP ag: -3.9; CHRM5 antagonist: 5; CHRM1 PAM: 5

# Next section
nr	SMILES	M5 ag	CHRM5 PAM	CHRM4 antagonist	CRFR2-BP antag	CHRM4 agonist	M4 PAM	CRFR2-BP ag	CHRM5 antagonist	CHRM1 PAM
26	C[C@H]1CN([C@@H](C)CO)C(=O)Cc2cc(NC(=O)Cc3cn(C)c4ccccc34)ccc2O[C@@H]1CN(C)S(=O)(=O)c1cn(C)cn1	-1	1	-9	5	1	6	-0.1	0	5
27	COc1ccc(C(=O)NCC(C)(C)CNC(=O)c2ccc(OC)c(OC)c2)cc1OC	3	-1	-13	47	2	1	-5.0	6	3
28	Cc1ccc(S(=O)(=O)N/N=C/c2c[nH]c3ccccc23)cc1	2	-6	9	37	5	-8	0.3	13	3
29	COc1ccc(NC(=O)C(C2CC2)n2c(=O)c(-c3ccco3)nc3ccccc32)cc1 (stereo unspecified)	0	-6	3	x	1	-6	x	8	x
30	COC(=O)c1sc2nc(CN3CCN(c4ccc(OC)cc4)CC3)[nH]c(=O)c2c1C	1	0	3	5	0	2	-0.1	-12	6
31	COc1ccc(S(=O)(=O)N(C)Cc2ccc3c(c2)OCCO3)cc1	-2	-3	-1	16	2	4	-2.1	5	6
32	CCn1c(CN2CCOCC2)nnc1SCC(=O)Nc1ccccc1C	-5	-1	-11	-8	1	14	1.4	2	8
33	Cc1nn(CCCC(=O)NCCCN2CCN(C)CC2)c(=O)c2c1sc1ccccc12	-5	-3	-3	-11	-1	-4	0.0	12	0
34	OC(COCc1ccc(Cl)cc1)CN1CCc2ccccc2C1 (stereo unspecified)	-5	5	5	-14	1	-7	-1.8	-9	-7
35	CC(=O)N1CCCc2cc(S(=O)(=O)CCC(=O)Nc3cccc(C)c3C)ccc21	1	3	2	13	1	-6	0.4	1	0
36	CN(c1ccccc1)S(=O)(=O)c1cccc(NS(=O)(=O)c2ccc(/C=C/C(=O)O)cc2)c1	2	7	2	2	3	2	-0.6	1	1
37	Cc1c(C(=O)N2CCCCC2)c(S(=O)(=O)NCc2ccc(N(C)C)cc2)c(C)n1C	-5	-1	14	2	0	-1	-1.0	8	13
38	Cc1ccc(N=C2NC(=O)/C(=C/C=C/c3ccco3)S2)cc1C	-1	-4	10	5	-1	1	1.6	7	0
39	COc1cc(/C=C/C(=O)OCC(=O)N2CCCc3ccccc32)ccc1OC(F)F	-5	-4	-2	-3	2	-6	3.0	2	-7
40	O=C(O)C1CCCCC1C(=O)N1CC=C(c2ccccc2)CC1 (stereo unspecified)	-4	-6	-5	-13	1	2	1.5	-1	3
41	CCOc1cc(C2NC(=O)NC(c3ccccc3)=C2C(C)=O)ccc1OCC(N)=O (stereo unspecified)	3	5	-2	4	1	6	1.9	2	5
42	CCOc1ccc2nc(NC(=O)C3CCCO3)sc2c1 (stereo unspecified)	-1	-6	-2	12	3	6	-0.8	4	8
43	Cc1ccc(N=Cc2c(O)c3ccccc3oc2=O)cc1F	-2	4	5	-10	1	-1	-0.1	4	11
44	CCCNC(=S)NCCN1CCCCC1	-1	-2	3	9	0	-1	-0.8	4	4
45	COc1ccc(S(=O)(=O)N2CCOC2CNC(=O)C(=O)NCc2cccnc2)cc1C (stereo unspecified)	2	15	6	29	1	7	-1.4	-1	8
46	CC(C)CC1Nc2ccc(C(=O)NCCCN3CCOCC3)cc2NC1=O (stereo unspecified)	-2	-2	2	0	1	1	-1.0	4	12
47	CCc1ccc(N2CC34C=CC(O3)C(C(=O)OC)C4C2=O)cc1 (stereo unspecified)	-2	-1	6	16	0	1	0.0	-4	-3
48	COC(=O)[C@]12CCCCC=C1N(Cc1ccc3c(c1)OCO3)C(=O)[C@H](CC(=O)NCc1ccc(C)o1)C2	2	2	-14	x	10	10	x	-5	x
49	COc1ccc(-c2nc(NC(C)=O)sc2-c2ccc(OC)cc2)cc1	-7	-6	-3	9	-2	-5	0.3	12	7
50	O=C(Nc1ccc(S(=O)(=O)Nc2ncccn2)cc1)c1ccccc1Br	2	3	10	26	1	-3	0.8	1	4

# Next section
nr	SMILES	M5 ag	CHRM5 PAM	CHRM4 antagonist	CRFR2-BP antag	CHRM4 agonist	M4 PAM	CRFR2-BP ag	CHRM5 antagonist	CHRM1 PAM
51	Cc1ccc2c(c1)sc(-c1ccc(N(C)C)cc1)[n+]2C	-1	-2	-3	-36	1	-9	18	-7	-3
52	CC1CCCN(C(=O)COc2ccc(NC(=O)c3cccs3)cc2)C1 (stereo unspecified)	-1	-4	7	24	2	3	1.3	9	11
53	Cn1c(SCc2ccccc2)nnc1-c1cnccn1	0	1	2	-6	0	4	1.4	-2	11
54	O=c1cc(-c2ccco2)nc(SCc2cccc(Cl)c2)[nH]1	4	5	-2	-5	0	-8	0.5	8	9

# Exported with values ahead of the structure: entries from further up.
item	M5 ag	CHRM5 PAM	CHRM4 antagonist	CRFR2-BP antag	CHRM4 agonist	M4 PAM	CRFR2-BP ag	CHRM5 antagonist	CHRM1 PAM	canonical_smiles
15	2	10	-2	10	0	-2	0.7	5	-1	COc1ccc(CN2CCNC(=O)C2CC(=O)NCCSc2nccn2C)c(OC)c1 (stereo unspecified)
16	-1	-10	-1	-5	1	-5	0.3	11	-4	CCN(c1ccccc1)S(=O)(=O)c1ccc(NC(=S)NC(=O)c2cccs2)cc1
17	-10	3	-5	-14	0	-1	2.5	3	6	CN1CCN(C(=O)C(C(=O)c2ccc(F)cc2)n2ccccc2=O)CC1 (stereo unspecified)
18	-3	-3	8	x	0	-5	x	15	-10	CCc1nc2ccc(C(=O)NC3CCN(Cc4ccccc4)CC3)cn2c1N(C)CCN1CCOCC1
19	3	-4	4	-16	1	9	-1.0	-4	7	CCc1nnc(NC(=O)CSc2nc(-c3ccc(OC)cc3)ns2)s1
20	-2	-6	11	7	0	-9	-0.5	19	1	O=C(CN(C(=O)c1csnn1)c1ccc(F)cc1)NCc1ccc2c(c1)OCO2

# From PubChem BioAssay
